High-throughput results from PubChem.
CHX counter: Cycloheximide Counterscreen for Small Molecule Inhibitors of Shiga Toxin; max response, %; cell reporter, cycloheximide protein synthesis inhibition counterscreen; hit rate 12% among 300,000; in the data active means max response mostly above about 13%, no sharp cut-off; inactive means mostly below about 14%; further: read at 38.3 µM for the half of the compounds with a filed dose; 0% is about no effect
LmPK inh: qHTS Assay for Inhibitors of Leishmania Mexicana Pyruvate Kinase (LmPK). purified LmPK, Kinase-Glo ATP luminescence, 1 h. Potency, µM (titrated, usually from 57.5 µM), inactives show at the top dose activity change, negative = inhibition, actives largely listed as inhibitors. hit rate 0.37% among 290,000. AID 1721, 2009; further: potency means the concentration at half of the fitted maximal effect; on the % scale 0 is the no-effect control and ±100 the full control effect
Target sequence (Q27686 whole entry, looked up): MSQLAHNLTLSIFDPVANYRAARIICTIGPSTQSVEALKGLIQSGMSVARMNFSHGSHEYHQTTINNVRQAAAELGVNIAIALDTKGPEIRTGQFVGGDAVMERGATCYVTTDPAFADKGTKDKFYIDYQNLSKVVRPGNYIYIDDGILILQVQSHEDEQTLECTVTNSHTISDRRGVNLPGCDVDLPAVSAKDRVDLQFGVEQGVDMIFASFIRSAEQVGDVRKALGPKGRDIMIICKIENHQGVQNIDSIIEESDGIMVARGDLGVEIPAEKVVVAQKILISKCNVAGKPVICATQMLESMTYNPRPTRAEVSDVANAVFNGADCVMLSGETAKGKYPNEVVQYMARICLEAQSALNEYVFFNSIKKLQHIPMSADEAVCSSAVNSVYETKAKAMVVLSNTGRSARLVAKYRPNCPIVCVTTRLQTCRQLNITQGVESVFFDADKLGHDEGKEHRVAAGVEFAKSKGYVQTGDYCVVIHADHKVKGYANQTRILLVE
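Pyruvate kinase activity monitored as ATP production (luciferase luminescence). Conditions: 0.1 nM enzyme, 0.5 mM PEP, 0.1 mM ADP, 1 h, RT; normalized against uninhibited and no-enzyme wells.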
Pf growth 96h: Primary qHTS for delayed death inhibitors of the malarial parasite plastid, 96 hour incubation; hit rate 6.9% among 320,000; Potency, µM (titrated, usually from 28.7 µM), for inactives: at the highest dose activity change, negative = inhibition, usual class: inhibitors; P. falciparum luciferase reporter growth, 96 h; AID 504834, 2011; further: potency means the concentration at half of the fitted maximal effect; on the % scale 0 is the no-effect control and ±100 the full control effect
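Delayed-death screen, second-generation endpoint: infected erythrocytes, 2% hematocrit, 0.05% parasitemia final; 96 hours at 37 C, 5% CO2; luciferase detection reagent; luminescence decrease equals reduced growth.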
Pf growth 48h: Primary qHTS for delayed death inhibitors of the malarial parasite plastid, 48 hour incubation | Potency, µM (titrated, usually from 28.7 µM), inactives show at the highest dose activity change, negative = inhibition, actives largely listed as inhibitors | hit rate 5.9% among 310,000 | AID 504832, 2011 | P. falciparum luciferase growth in erythrocytes, 48 h; further: potency means the concentration at half of the fitted maximal effect; on the % scale 0 is the no-effect control and ±100 the full control effect
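In quantitative HTS format, infected erythrocytes bearing luciferase-reporter parasites were treated for a single generation at 37 C. Luminescence after adding detection reagent served as the growth measure.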
AmpC inh no detg: qHTS Inhibitors of AmpC Beta-Lactamase (assay without detergent); P00811; AmpC nitrocefin hydrolysis, absorbance 480 nm, 0.0001% Triton; Potency, µM (titrated, usually from 57.1 µM), for the others: top-dose activity change, negative = inhibition, hits mostly inhibitors; hit rate 0.52% among 330,000;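 further: potency means the concentration at half of the fitted maximal effect; plate controls were no compound for no effect and no enzyme for full effect; nearly all actives have a fitted effect of over 20% in size; some results filed as inactive show a strong effect at the top dose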
Target sequence (P00811 whole entry, looked up): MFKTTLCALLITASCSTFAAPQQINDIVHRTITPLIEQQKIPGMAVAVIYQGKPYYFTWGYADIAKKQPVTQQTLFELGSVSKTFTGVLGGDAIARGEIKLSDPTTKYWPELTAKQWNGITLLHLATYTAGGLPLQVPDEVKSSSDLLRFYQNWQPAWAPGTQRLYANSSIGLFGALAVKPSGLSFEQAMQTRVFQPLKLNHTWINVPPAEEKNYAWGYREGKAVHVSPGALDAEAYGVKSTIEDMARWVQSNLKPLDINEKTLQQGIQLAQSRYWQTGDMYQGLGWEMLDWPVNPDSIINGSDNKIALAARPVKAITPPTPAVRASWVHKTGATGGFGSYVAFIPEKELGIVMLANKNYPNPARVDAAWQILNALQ
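20 mM phosphate pH 7.0 + 0.01% (detergent screen) or 0.0001% Triton X-100; 5.3 nM AmpC reagent; cpd preinc 15 min RT; nitrocefin (800 uM stock) to start; A480 q20 s × 4 min; Activity was normalised to no-enzyme and no-compound control wells.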
Shiga inhibitor: A qHTS for Small Molecule Inhibitors of Shiga Toxin. Vero cells, Shiga toxin protein synthesis inhibition reporter. inhibition, % at 38.7 µM. hit rate 9.2% among 290,000. AID 2315, 2010; in the data active means inhibition mostly above about 28%, no sharp cut-off; inactive means mostly below about 43%; further: 0% is about no effect
TbPYK inhibitor: qHTS of Trypanosoma Brucei Inhibitors; TbPYK enzyme, Kinase-Glo Plus ATP luminescence, 45 min; Potency, µM (top dose mostly 76.8 µM), inactives show at the highest dose activity, negative = inhibition, hits mostly inhibitors; AID 624173, 2012; hit rate 0.12% among 410,000; pyruvate kinase (Trypanosoma brucei), Q57TT1; further: potency means the concentration at half of the fitted maximal effect; on the % scale 0 is the no-effect control and ±100 the full control effect; nearly all actives have a fitted effect of over 50% in size
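Quantitative HTS: titrated library compounds versus trypanosomal pyruvate kinase in TEA buffer (pH 7.2) containing KCl, MgCl2, BSA and Tween-20. Reactions were initiated with ADP, 130 uM final. Kinase-Glo Plus luminescence was read after 45 min at RT.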
Active calls of the source: *; ? = inconclusive; / = no result given; [ ] = remark or other dose. Unless noted, the call rests on the fitted dose curve; in most records, active means well fitted curve in the direction sought with a large enough effect; inconclusive means small, poorly fitted or top-dose-only effect, or another doubt; inactive means no such curve, though single readings can be large; an effect the other way counts as inactive or inconclusive.

1: COc1ccc(NCc2nnc(SCC(=O)c3ccc(OC)cc3)n2C)cc1
2: Cc1ccc(Nc2nc(N)nc(CC#N)n2)cc1
3: CN(C(=O)c1ccc(OC2CCN(S(=O)(=O)N(C)C)CC2)cc1)C1CCCCC1
4: O=C(NC1CCC(O)CC1)c1ccc(S(=O)(=O)NCc2ccco2)cc1 (centres undefined)
5: O=C(NCc1ccco1)/C(=C/c1ccco1)NC(=O)c1ccccc1
6: COc1ccc(CCC(=O)N2CCN(c3ccc([N+](=O)[O-])cc3)CC2)cc1OC
7: O=C(CCn1cnc(-c2ccccc2)c1-c1ccccc1)N/N=C/c1ccccc1O
8: O=C1CSC(c2cccc([N+](=O)[O-])c2)N1c1ccc(O)cc1 (centres undefined)
Compound	1	2	3	4	5	6	7	8
Pf growth 48h	?	13%	-14%	-9%	-2%	0%	0%	13%
TbPYK inhibitor	?	4%	-2%	0%	3%	-10%	1%	3%
Shiga inhibitor	28	46*	27	-17	-2	-3	-13	-11
LmPK inh	-3%	-2%	4%	-8%	12%	0%	-2%	-4%
CHX counter	34*	35*	11	-4	-8	1	-2	-3
AmpC inh no detg	92%[activator]	-34%	19%	-10%	-22%	84%[activator]	22%	-26%
Pf growth 96h	40%[activator]	/	-6%	/	-12%	?	0%	199%[activator]

9: O=C(Nc1cc2c3c(c1)CC(=O)N3CCC2)c1ccccc1Br
10: O=C(c1ccco1)N1CCN(Cc2ccc(Br)cc2)CC1
11: Cc1cccnc1NC(=S)Nc1ccc(F)cc1F
12: O=C(Nc1ccc2c(c1)OCO2)c1cc2nc(C3CC3)cc(C(F)(F)F)n2n1
13: Cc1ccc(-c2nnn(CC(=O)N(c3ccccc3F)C(CC(C)C)C(=O)NCC3CCCO3)n2)cc1 (centres undefined)
14: O=C(NCCC(c1ccccc1)c1ccccc1)c1cccs1
15: Cc1cc(=O)[nH]c(Nc2ccc(C(=O)OC(C)C)cc2)n1
16: O=C(O)CCCN1C(=O)C2C3c4ccccc4C(c4ccccc43)[C@@H]2C1=O (some centres undefined)
Compound	9	10	11	12	13	14	15	16
Pf growth 48h	-11%	?	73%[activator]	11%	?	?	?	3%[0.00184 µM]
TbPYK inhibitor	2%	0%	-6%	0%	/	-9%	-6%	-2%
Shiga inhibitor	/	-4	77*	11	6	-12	-3	-11
LmPK inh	/	4%	-7%	0%	0%	1%	4%	1%
CHX counter	/	-5	35*	12*	-3	9	-2	-1
AmpC inh no detg	-20%	-8%	-12%	-13%	107%[activator]	-45%	-30%	-5%
Pf growth 96h	49%[activator]	106%[activator]	?	0.042µM*	?	?	2.6µM*	9%

17: CCOC(=O)CCCNC(=O)COC(=O)c1ccc(O)cc1
18: O=C(Nc1ccc(F)cc1)c1sc(Cl)nc1-c1ccccc1
19: COc1ccc(/C=C/C(=O)NC2CCCCCCC2)cc1S(=O)(=O)N1CCOCC1
20: O=C(CC1C(=O)NCCN1Cc1cccc(C(F)(F)F)c1)NCCc1cnccn1 (centres undefined)
21: O=C(NC1CCS(=O)(=O)C1)c1ccc(Br)o1 (centres undefined)
22: COc1cc(C(=O)NCC(=O)N/N=C/c2cccc(OC(=O)c3ccco3)c2)cc(OC)c1OC
23: Cc1ccc(C)c(NS(=O)(=O)c2ccc(NC(=O)c3ccco3)cc2)c1
24: C=CCn1c(SCc2ccccc2)nnc1-c1cccnc1
Compound	17	18	19	20	21	22	23	24
Pf growth 48h	/	-16%	?	33%[activator]	41%[activator]	16%	10µM*	-13%
TbPYK inhibitor	0%	-12%	0%	-18%	2%	-1%	5%	-4%
Shiga inhibitor	-13	-7	70*	5	-4	56	13	3
LmPK inh	5%	3%	2%	-8%	0%	2%	6%	0%
CHX counter	0	-2	37*	-3	-7	15*	-2	-2
AmpC inh no detg	-11%	-19%	177%[activator]	194%	-11%	18%	-31%	-3%
Pf growth 96h	4%	3%	5.9µM*	2.1µM*	37%	?	12µM*	?

3 of these compounds, set out differently.
18: O=C(Nc1ccc(F)cc1)c1sc(Cl)nc1-c1ccccc1
  Pf growth 48h = -16%
  TbPYK inhibitor = -12%
  Shiga inhibitor = -7
  LmPK inh = 3%
  CHX counter = -2
  AmpC inh no detg = -19%
  Pf growth 96h = 3%

20: O=C(CC1C(=O)NCCN1Cc1cccc(C(F)(F)F)c1)NCCc1cnccn1 (centres undefined)
  Pf growth 48h = 33%[activator]
  TbPYK inhibitor = -18%
  Shiga inhibitor = 5
  LmPK inh = -8%
  CHX counter = -3
  AmpC inh no detg = 194%
  Pf growth 96h = 2.1µM*

1: COc1ccc(NCc2nnc(SCC(=O)c3ccc(OC)cc3)n2C)cc1
  Pf growth 48h = ?
  TbPYK inhibitor = ?
  Shiga inhibitor = 28
  LmPK inh = -3%
  CHX counter = 34*
  AmpC inh no detg = 92%[activator]
  Pf growth 96h = 40%[activator]

Next part.
25: CC(=O)Nc1ccc(NC(=O)c2ccccc2F)cc1
26: CC1CCCN(C(=O)COC(=O)C2CCN(S(=O)(=O)c3c(Cl)cccc3Cl)CC2)C1 (centres undefined)
27: Cc1ccc(NC(=S)N(Cc2ccccc2)C(C)C)cc1
28: COc1ccc(-c2c(NC(=O)c3ccco3)oc3ccccc3c2=O)cc1
29: Cc1cc(/C=C2/NC(=O)N(c3ccccc3)C2=O)c(C)n1C(C)C
30: CC(C)(O)C#Cc1ncc(C(F)(F)F)cc1Cl
31: COc1ccc(CCNC(=O)CSCc2n[nH]c(=O)[nH]2)cc1OC
32: O=C(Cc1ccc(S(=O)(=O)N2CCCC2)s1)N1CCN(c2ccc(F)cc2)CC1
Compound	25	26	27	28	29	30	31	32
Pf growth 48h	61%[activator]	?	-9%	-6%	-9%	12%	8%	-22%
TbPYK inhibitor	8%	2%	3%	1%	-5%	0%	7%	1%
Shiga inhibitor	58*	/	17	20	41*	-2	-8	-5
LmPK inh	-5%	/	2%	10%	-3%	-3%	-7%	7%[11.5 µM]
CHX counter	20*	/	5	7	40*	-1	-1	-2
AmpC inh no detg	-6%	45%	-26%	-2%	-58%	0%	-23%	23%
Pf growth 96h	5%	-3%	?	76%[activator]	-44%	?	-1%	-20%

33: CN1CCN(C(=O)c2cn(C)c3ccc(S(=O)(=O)N(C)C4CCCCC4)cc3c2=O)CC1
34: COc1cccc(N=Nc2c(=O)[nH]n3c(=O)c4c([nH]c23)CCC4)c1
35: CCOc1nc(-c2ccccc2)ccc1-c1noc(-c2ccncc2)n1
36: Cc1cccc(N(C(=O)c2snc(C(N)=O)c2N)C(C(=O)NC2CCCC2)c2ccc(C)o2)c1 (centres undefined)
37: CCS(=O)(=O)c1nc(S(=O)(=O)c2ccc(Cl)cc2)c(N2CCc3ccccc3C2)s1
38: CCOC(=O)c1c(C)[nH]c(C(=O)OCC(=O)N2CC(C)OC(C)C2)c1C (centres undefined)
39: O=C(COc1ccc2ccccc2c1CN1CCOCC1)N1CCc2ccccc21
40: O=C1C=C(Nc2ccc(Cl)cc2Cl)CC(c2ccco2)C1 (centres undefined)
Compound	33	34	35	36	37	38	39	40
Pf growth 48h	/	-2%	-13%	8.3µM*	9.3µM*	2%	/	16%
TbPYK inhibitor	2%	-14%	-2%	0%	-12%	6%	4%	1%
Shiga inhibitor	26	18	9	34	-2	-8	-20	5
LmPK inh	13%	-2%	3%	1%	2%	-2%	14%	-1%
CHX counter	-2	0	2	6	-1	3	-3	7
AmpC inh no detg	1%	-26%	-26%	6%	-27%	7%	109%[activator]	-20%
Pf growth 96h	-21%	-30%	23%	28%	2.9µM*	/	10µM*	?

41: CCOc1ccc(CN2C(=O)CC(=O)N(S(=O)(=O)c3ccc(OCC)cc3)C2=O)cc1
42: O=C(O)c1sccc1SCc1ccc(Cl)c(Cl)c1
43: CCOC(=O)CSc1nnc(NC(=O)c2cccc(S(=O)(=O)N3CCCC3)c2)s1
44: Cc1cc(OCC(=O)N(C)Cc2ccccc2)cc(C)c1Cl
45: Cc1ccc(-c2nc3ccccc3o2)cc1NC(=S)NC(=O)/C=C/c1ccco1
46: Cc1ccc(C)c(NC(=S)NCCc2c[nH]c3ccccc23)c1
47: COc1ccc(N(CC(=O)NCC2CCCO2)C(=O)CCC(=O)Nc2cc(C)on2)cc1OC (centres undefined)
48: CS(=O)(=O)N1CCC(C(=O)Nc2cccc(Br)c2)CC1
Compound	41	42	43	44	45	46	47	48
Pf growth 48h	4%	34%[activator]	?	27%	1%	?	15%	0%
TbPYK inhibitor	-5%	-2%	-2%	1%	-7%	-2%	1%	2%
Shiga inhibitor	7	-7	-15	11	-6	21	-13	-10
LmPK inh	-9%	1%	0%	0%	-3%	0%	-3%	-3%
CHX counter	-1	-4	-2	12	14	-2	-7	1
AmpC inh no detg	?	-24%	-4%	35%	52%	-33%	4%	-11%
Pf growth 96h	20%	64%[activator]	/	-15%	?	?	-24%	?

49: Cc1cc(C)nc(N2CCN(C(=O)CCC(=O)Nc3nnc(CC(C)C)s3)CC2)n1
50: Cc1ccc2nc(N3CCN(S(=O)(=O)c4ccc(C)c(Cl)c4)CC3)c(C#N)cc2c1
51: CCOc1ccc(CCNC(=O)Nc2ccccc2C)cc1OCC
52: COc1cc(NC(=O)CN2CCN(c3ccccn3)CC2)cc(OC)c1OC
53: COc1cc([N+](=O)[O-])cc(/C=N/N(CCC#N)C(C)=O)c1O
54: S=c1[nH]ncn1-c1ccccn1
55: O=C(CNC(=O)c1ccccc1)OCc1cccc(Br)c1
56: O=C(NNc1ccccn1)c1ccc(Cl)nc1
Compound	49	50	51	52	53	54	55	56
Pf growth 48h	11%	/	-87%[0.00184 µM]	-15%	4%	15%	-7%[5.75 µM]	14%
TbPYK inhibitor	0%	0%	2%	-1%	8%	-27%	4%	-1%
Shiga inhibitor	15	-12	-8	1	-9	1	2	-10
LmPK inh	-2%	-5%	4%	3%	-1%	7%	0%	-8%
CHX counter	-4	-3	-3	1	-6	2	6	2
AmpC inh no detg	95%[activator]	-38%	-1%	-8%	-11%	-5%	-3%[2.29 µM]	-5%
Pf growth 96h	-26%	?	-1%	-11%	20%	/	-4%	14%
